# Screening data (PubChem BioAssay)
# OX1R antag-1 = blocks the human orexin 1 receptor; OX1R-expressing cells, FRET antagonist read-out; inhibition, % at 6.6 µM; 330,000 compounds, 1.8% hits; AID 485270; in the data active = inhibition mostly above about 38%, no sharp cut-off; inactive = mostly below about 40%;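 note: 0% = agonist challenge alone and 100% = reference antagonist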
# Target sequence (O43613 whole entry, looked up): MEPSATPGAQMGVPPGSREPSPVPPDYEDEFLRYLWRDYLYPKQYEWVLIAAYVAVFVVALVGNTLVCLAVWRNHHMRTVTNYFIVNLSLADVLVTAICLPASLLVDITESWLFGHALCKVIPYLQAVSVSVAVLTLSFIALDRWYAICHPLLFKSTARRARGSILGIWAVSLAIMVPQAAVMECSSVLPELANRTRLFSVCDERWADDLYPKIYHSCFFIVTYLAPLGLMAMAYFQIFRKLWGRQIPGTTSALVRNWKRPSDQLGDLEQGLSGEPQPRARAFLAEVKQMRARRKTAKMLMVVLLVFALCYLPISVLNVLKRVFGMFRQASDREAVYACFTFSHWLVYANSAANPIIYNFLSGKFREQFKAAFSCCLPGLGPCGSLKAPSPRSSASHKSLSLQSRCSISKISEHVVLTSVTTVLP
# OX1R antag-2 = human HCRTR1 antagonism | O43613 | CHO/OX1R cells, Fluo-8 calcium fluorescence, orexin A | inhibition, % at 5 µM | 330,000 compounds, 0.43% hits | AID 434989;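 active = inhibition above its plate's threshold, mean inhibition of all tested compounds on the plate plus 3 SD, cut at about 37% in these data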;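 note: 0% = orexin A challenge wells and 100% = SB-334867-A antagonist wells; not every result past the cut was called active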
# An asterisk follows results filed as active.
# A first look, seven compounds:
nr	OX1R antag-1	OX1R antag-2	Structure
1	13	-20	COc1ccc(C2=NN(CCC(=O)NC3CCC(C)CC3)C(=O)CC2)cc1 (centres undefined)
2	0	-5	CC(=O)Nc1ccc(NC(=O)CN2C(=O)COc3ccc(S(=O)(=O)N4CCCCC4)cc32)cc1
3	6	-20	CC(CC12CC3CC(CC(C3)C1)C2)NCc1ccccc1O (centres undefined)
4	0	2	Cn1c(N)c(C(=O)CSc2n[nH]c(-c3ccccc3)n2)c(=O)n(C)c1=O
5	16	-22	Cc1cc(C)cc(NC(=S)N2CCN(c3ncccn3)CC2)c1
6	9	-2	CCOC(=O)c1cc(NC(=O)/C=C\C(=O)O)ccc1Cl
7	13	-4	O=C(c1ccc2[nH]ccc2c1)N1CCCC(Nc2ccccc2)C1 (centres undefined)

# This part in full, repeating the preview:
nr	OX1R antag-1	OX1R antag-2	Structure
1	13	-20	COc1ccc(C2=NN(CCC(=O)NC3CCC(C)CC3)C(=O)CC2)cc1 (centres undefined)
2	0	-5	CC(=O)Nc1ccc(NC(=O)CN2C(=O)COc3ccc(S(=O)(=O)N4CCCCC4)cc32)cc1
3	6	-20	CC(CC12CC3CC(CC(C3)C1)C2)NCc1ccccc1O (centres undefined)
4	0	2	Cn1c(N)c(C(=O)CSc2n[nH]c(-c3ccccc3)n2)c(=O)n(C)c1=O
5	16	-22	Cc1cc(C)cc(NC(=S)N2CCN(c3ncccn3)CC2)c1
6	9	-2	CCOC(=O)c1cc(NC(=O)/C=C\C(=O)O)ccc1Cl
7	13	-4	O=C(c1ccc2[nH]ccc2c1)N1CCCC(Nc2ccccc2)C1 (centres undefined)
8	1	-8	O=C(Nc1cnccc1C(F)(F)F)NC1CCCCC1
9	6	-15	OC(COc1ccc2ccccc2c1)Cn1ccnc1 (centres undefined)
10	4	20	COc1ccc(CCN2C(=O)CSC2=Nc2ccc(C(C)C)cc2)cc1OC
11	7	-39	Cc1ccc(NC(=O)c2cc(=O)c3ccccc3o2)c(C)c1
12	19	-31	Cc1nnc(SCc2nc3scc(-c4ccccc4)c3c(=O)[nH]2)s1
13	3	-27	O=C(CCC(=O)N1CCSc2ccccc21)Nc1ccc(F)cc1
14	-1	-20	CCNC(=S)Nc1ccc(Cc2nc3ccccc3[nH]2)cc1
15	2	-15	Cc1ccc(N(C(C)C(=O)Nc2ccc3c(c2)OCO3)S(C)(=O)=O)cc1 (centres undefined)
16	13	-26	CCOC(=O)N1CCN(C(=O)c2sc3nc(-c4ccc(F)cc4)cn3c2C)CC1
17	-1	-20	CCOC(=O)C1=C(COC(=O)CSc2ccc(C)cc2)NC(=O)NC1C (centres undefined)
18	8	-5	COC(=O)c1ccc(/C=C(/NC(=O)c2ccccc2)C(=O)N2CCOCC2)cc1
19	7	-16	CC(=O)c1ccc(N2C(=NC(=O)CCc3ccccc3)SC3CS(=O)(=O)CC32)cc1 (centres undefined)
20	2	-18	O=C(c1cccc(S(=O)(=O)N2CCOCC2)c1)N1CCN(C/C=C/c2ccccc2)CC1
21	3	-2	COc1ccc(S(=O)(=O)N2CCCC(C(=O)Nc3ccc(NC(=O)c4ccccn4)cc3)C2)cc1 (centres undefined)
22	57	-4	Cc1ccc(S(=O)(=O)CC(=O)Nc2ncc([N+](=O)[O-])s2)cc1
23	3	-14	CC1=CN(S(=O)(=O)c2ccc(C)cc2)C[C@@H]2c3ccccc3N(S(=O)(=O)c3ccc(C)cc3)[C@H]12
24	41	17	COc1ccc(C)cc1S(=O)(=O)NCC(c1ccco1)N1CCc2ccccc2C1 (centres undefined)
25	-2	-8	Oc1cccc(/C=C/c2ccc3cccc(O)c3n2)c1
26	4	-25	CC12CC(c3ccccc3O1)C(C(=O)N1CCOCC1)C(=O)N2 (centres undefined)
27	14	1	CC(=O)NNC(=O)C(O)(c1ccccc1)c1ccccc1
28	16	0	Cc1nc2[nH]c(=O)c3c(n2n1)NC1=C(C(=O)CC(C)(C)C1)C3c1ccc(F)cc1 (centres undefined)
29	11	2	CCCOc1ccc([N+](=O)[O-])c(N)c1
30	2	-11	O=C(NCCCl)c1ccc(OCc2ccccc2)cc1Cl
31	-1	-36	O=C(COC(=O)COc1ccc(Br)cc1)NCc1ccccc1
32	18	-5	CCOC(=O)c1c(C)n(C)c2ccc(OCC(O)CN3C(=O)c4ccccc4S3(=O)=O)cc12 (centres undefined)
33	17	-18	CC(=O)N1c2ccc(S(=O)(=O)NCC3CCC(C(=O)NCc4ccc(C)o4)CC3)cc2CC1C (centres undefined)
34	1	-22	COc1ccc(CCN(C)Cc2c(O)ccc3ccccc23)cc1OC
35	14	-17	CCOC(=O)C1(Cc2ccc(Cl)cc2)CCN(C(=O)c2sc(C)nc2C)CC1
36	0	-2	CCc1nc(SCC(=O)N2CCCCC2)c2c(=O)n(C)c(=O)n(C)c2n1
37	4	-18	O=C(Cc1ccccc1)Oc1coc(CSc2ncccn2)cc1=O
38	13	-20	CC(=O)Nc1cccc(N2C(=O)CC(Cc3ccccc3)C2=O)c1 (centres undefined)
39	17	-20	Cc1ccc(/C=C/C(=O)Nc2ccc(O)c3c(=O)cc(-c4ccccc4Cl)oc23)cc1
40	13	-2	Cc1ccc(CC(=O)NNC(=O)c2ccncc2)cc1C
41	8	-12	Cc1cc(C)nc(NC2=NCC(=O)N2c2ccccc2Br)n1
42	12	-11	O=C1C2N=NN(CC(=O)N3N=C(c4cccc5ccccc45)CC3c3ccccc3)C2C(=O)N1c1ccccc1 (centres undefined)
43	16	-24	COc1cccc(N2CCN(C(=S)NCCc3ccccc3)CC2)c1
44	9	-24	COC(=O)[C@@H](Cc1ccccc1)N(Cc1ccccc1)S(=O)(=O)N(Cc1ccccc1)[C@H](Cc1ccccc1)C(=O)OC
45	11	-28	Cc1cc2n(n1)C(c1ccc3c(c1)OCO3)Nc1ccccc1-2 (centres undefined)

# Compounds 33 through 39 of the list above:
nr	OX1R antag-1	OX1R antag-2	Structure
33	17	-18	CC(=O)N1c2ccc(S(=O)(=O)NCC3CCC(C(=O)NCc4ccc(C)o4)CC3)cc2CC1C (centres undefined)
34	1	-22	COc1ccc(CCN(C)Cc2c(O)ccc3ccccc23)cc1OC
35	14	-17	CCOC(=O)C1(Cc2ccc(Cl)cc2)CCN(C(=O)c2sc(C)nc2C)CC1
36	0	-2	CCc1nc(SCC(=O)N2CCCCC2)c2c(=O)n(C)c(=O)n(C)c2n1
37	4	-18	O=C(Cc1ccccc1)Oc1coc(CSc2ncccn2)cc1=O
38	13	-20	CC(=O)Nc1cccc(N2C(=O)CC(Cc3ccccc3)C2=O)c1 (centres undefined)
39	17	-20	Cc1ccc(/C=C/C(=O)Nc2ccc(O)c3c(=O)cc(-c4ccccc4Cl)oc23)cc1

# New compounds follow
nr	OX1R antag-1	OX1R antag-2	Structure
46	4	-28	O=C(CSc1nnc(Cc2ccccc2)o1)NC1CC2CCC1C2 (centres undefined)
47	4	-26	COc1ccccc1NC(=O)c1ccc2nc(-c3ccccc3)c(-c3ccccc3)nc2c1
48	5	-7	COc1ccc(N2CCN(c3ncccn3)CC2)cc1
49	17	-10	CN(CCc1ccccc1)C(=O)CCc1nnc(Cc2ccc3c(c2)OCO3)o1
50	10	-20	CCCCc1c(O)nc(SCC(=O)N2CCCCC2)n(-c2ccccc2C)c1=O
51	1	-24	CC(C)CN1C(=O)C(=O)N(CC(=O)Nc2cc(Cl)ccc2Oc2ccccc2)C1=O
52	15	-2	COc1ccc(/C=C(/NC(=O)c2cccs2)C(=O)N2CCOCC2)cc1OC
53	14	-42	Cc1ccc(S(=O)(=O)NCc2ccc(C(=O)N3CCCC3)cc2)cc1
54	14	-28	CCOC(=O)c1cccc(NC(=O)c2cccnc2)c1
55	29	-22	Cc1cc(C)cc(NC(=O)CCn2ccnc2C)c1
56	8	-7	O=C(NCCCCO)c1ccc2c3c(cccc13)CC2
57	6	-17	COc1cc(/C=N/NC(=O)c2ccc(CSc3nc4ccccc4[nH]3)cc2)cc(OC)c1OC
58	43	31	C=CCC1(CC=C)CCCN1C(=O)c1cc(COc2cncc(Cl)c2)on1
59	19	-21	COCCCNC(=O)c1c[nH]c2ccc(S(=O)(=O)N(C)c3ccccc3C)cc2c1=O
60	10	7	CC(C)[C@H](NC(=O)Nc1ccc(Oc2ccccc2)cc1)C(=O)O
61	3	-7	CC(C)OCCCNc1nc2c([nH]1)c(=O)n(C)c(=O)n2C
62	25	-36	Cc1ccc(C(=O)c2cc(C)sc2NC(=O)CN2CCN(C(=O)c3ccco3)CC2)cc1
63	14	-16	CN1C(=O)c2ccccc2N(C)C1c1cccs1 (centres undefined)
64	26	-4	COc1ccc(S(=O)(=O)N2CCN(CC(=O)Nc3ccc(F)c(F)c3)CC2)cc1
65	1	-1	Cc1ccc(C2C(C(=O)c3cccs3)=C(O)C(=O)N2c2cccc(C)n2)cc1 (centres undefined)
66	18	-18	CCn1nnnc1SCC(=O)Nc1ccc2c(c1)OCCO2
67	10	-23	Cc1ccc(S(=O)(=O)N2CCCOC2CNC(=O)C(=O)NC2CCCCC2)cc1 (centres undefined)
68	18	-22	CC(Oc1ccc2c3c(c(=O)oc2c1)CCCC3)C(=O)NCCCn1ccnc1 (centres undefined)
69	6	-11	CC(=O)c1c(Cl)nc2ccc(Br)cc2c1-c1ccccc1
70	1	-2	Cc1ccc(SCC(=O)NC2CC3CCC(C2)N3C)cc1 (centres undefined)
71	24	0	CC1=NOC(=O)/C1=C\c1ccc(-c2ccc(Br)cc2C(=O)O)o1
72	-11	-13	O=C(NCCCC(NC(=O)OCc1ccccc1)C(=O)O)OCc1ccccc1 (centres undefined)
73	7	-4	CC(=O)c1ccc(S(=O)(=O)NCCC(=O)OCC(=O)N2CCCC2=O)cc1
74	19	7	O=C(Nc1ccccc1)c1cnc(-c2ccccc2)nc1-c1ccccc1
75	15	-8	O=C(c1ccco1)N1CCN(C(=O)c2cnn(-c3ccc(Cl)cc3)c2C2CCNCC2)CC1

# Look-ups from the results shown.
# OX1R antag-2, no. 74 is entered as 7
# OX1R antag-2, no. 61 is entered as -7
# OX1R antag-1, no. 62 is entered as 25
# OX1R antag-2, no. 70 is entered as -2
# OX1R antag-1, no. 69 is entered as 6
# OX1R antag-1, no. 64 is entered as 26
# OX1R antag-1, no. 72 is entered as -11

# Remaining list, next part.
nr	OX1R antag-1	OX1R antag-2	Structure
76	12	19	Nc1nc(-c2ccccc2)c(-c2ccccc2)n1N
77	39	-21	O=C(NCCc1c[nH]c2ccccc12)c1c(Cl)nc2sccn12
78	7	-21	COc1cc2c(cc1OC)CN(C(=O)c1cc(Cl)nc(Cl)c1)CC2
79	4	5	O=C(O)COCC(=O)Nc1ccc(-n2nc(C(F)(F)F)cc2-c2cccs2)cc1
80	11	-20	CC(=O)N/C(=C/c1cccnc1)C(=O)Nc1ccc(Cl)cc1
81	8	-17	O=C(COC(=O)c1nc(Cl)ccc1Cl)NC1CCCCCC1
82	15	-14	O=C1OC2(CCCC2)OC(=O)C1=Cc1c[nH]c2ccccc12
83	26	-4	CCCC(=O)Nc1ccc(C#Cc2ccccc2)cc1
84	12	-29	Cc1ccc(OCCC(=O)OCC(=O)NC(=O)NC2CCCCC2)cc1
85	9	7	CCOC(=O)CCNc1n[nH]c(=O)[nH]c1=O
86	49	-21	COc1cccc(NC(=O)Nc2ccc3c(c2)CCC3)c1
87	3	-25	CC(C)(C)OC(=O)NCCCC[C@H](NC(=O)c1nc[nH]c1C(=O)NCC(=O)OCc1ccccc1)C(=O)OC(C)(C)C
88	49*	-7	O=c1[nH]c2cc3c(cc2cc1CN(Cc1ccc2c(c1)OCO2)Cc1nnnn1CC1CCCO1)OCO3 (centres undefined)
89	6	-10	CC12c3ccccc3C(c3ccccc31)C1C(=O)N(Cc3cccnc3)C(=O)C12 (centres undefined)
90	6	-17	CC(=O)c1cc(F)ccc1OCC(=O)N1CCCc2ccccc21
91	40	-29	O=C(CCCN1C(=O)c2cccc3cccc(c23)C1=O)N1CCN(c2ccccn2)CC1
92	1	-18	COc1ccc(S(=O)(=O)N2CCN(c3ncccn3)CC2)cc1
93	7	-16	O=C(Nc1nnc(-c2ccccc2)s1)c1cccc(S(=O)(=O)N2CCOCC2)c1
94	31	-22	COc1ccc(Cl)cc1C(=O)NCC(=O)OCc1ccccc1
95	10	-2	Nc1cc(=O)[nH]c(SCC(=O)Nc2cccc(Cl)c2)n1
96	-12	-21	CCOC(=O)CSc1nc(C(C)C)nc2ccccc12
97	16	-17	CCOC(=O)C(NCc1ccccc1)(NC(=O)c1ccccc1)C(F)(F)F (centres undefined)
